Tb hexokinase = T. brucei hexokinase 1 inhibition; recombinant TbHK1, G6PDH-coupled NADH A340; actives 0.11% (n = 220,000); AID 1430; inhibition, % at 10 µM;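 active = inhibition of 50% or more in the single-dose primary screen; inactive = inhibition below 50%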
14-3-3 Bad inh = disrupts binding of bovine 14-3-3 zeta to phospho-Bad peptide; AID 781; TR-FRET 14-3-3zeta/Dy647-pBad peptide displacement, 1 h; inhibition, % at 21.7 µM; actives 0.71% (n = 220,000); P63103;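 active = inhibition above about 70%, limit read from the data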;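 also: 0% = full 14-3-3 plus peptide FRET controls and 100% = background without 14-3-3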
Calpain2 inh = calpain II (pig) inhibition; purified calpain II, fluorogenic peptide substrate, 30 min; inhibition, % at 16 µM; actives 0.37% (n = 220,000);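 active = inhibition above about 50%, limit read from the data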
EP2 antag = blocks the human prostaglandin E2 receptor EP2; inhibition, % at 25 µM; C6 glioma cells expressing human EP2, cAMP TR-FRET; cells stimulated with saturating PGE2; actives 0.52% (n = 260,000); AID 1422; P43116;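 active = percent inhibition above 40 after rounding to a whole number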;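 also: rat C6 glioma host cells with rolipram phosphodiesterase inhibitor present; the protocol text gives 20 µM as final concentration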
Target sequence (P43116 whole entry, looked up): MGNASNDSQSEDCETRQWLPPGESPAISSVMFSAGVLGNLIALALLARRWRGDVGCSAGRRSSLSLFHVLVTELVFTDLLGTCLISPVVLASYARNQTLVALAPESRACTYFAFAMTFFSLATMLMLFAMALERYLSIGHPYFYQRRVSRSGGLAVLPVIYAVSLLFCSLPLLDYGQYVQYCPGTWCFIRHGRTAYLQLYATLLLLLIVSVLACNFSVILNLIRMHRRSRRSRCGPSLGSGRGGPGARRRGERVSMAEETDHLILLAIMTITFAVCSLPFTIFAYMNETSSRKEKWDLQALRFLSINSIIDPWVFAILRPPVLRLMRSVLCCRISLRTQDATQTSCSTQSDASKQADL
Hck Nef HTS = blocks Nef-activated human Hck kinase; P08631; AID 463187; inhibition, % at 20 µM; actives 0.68% (n = 220,000); Recombinant Hck-YEEI plus Nef, Z-Lyte FRET kinase assay;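 active = Hck-Nef kinase inhibition above about 50%, limit read from the data; inactive = inhibition below that limit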;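 also: 0% = DMSO with Hck plus Nef and 100% = Hck alone without Nef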
Target sequence (P08631 whole entry, looked up): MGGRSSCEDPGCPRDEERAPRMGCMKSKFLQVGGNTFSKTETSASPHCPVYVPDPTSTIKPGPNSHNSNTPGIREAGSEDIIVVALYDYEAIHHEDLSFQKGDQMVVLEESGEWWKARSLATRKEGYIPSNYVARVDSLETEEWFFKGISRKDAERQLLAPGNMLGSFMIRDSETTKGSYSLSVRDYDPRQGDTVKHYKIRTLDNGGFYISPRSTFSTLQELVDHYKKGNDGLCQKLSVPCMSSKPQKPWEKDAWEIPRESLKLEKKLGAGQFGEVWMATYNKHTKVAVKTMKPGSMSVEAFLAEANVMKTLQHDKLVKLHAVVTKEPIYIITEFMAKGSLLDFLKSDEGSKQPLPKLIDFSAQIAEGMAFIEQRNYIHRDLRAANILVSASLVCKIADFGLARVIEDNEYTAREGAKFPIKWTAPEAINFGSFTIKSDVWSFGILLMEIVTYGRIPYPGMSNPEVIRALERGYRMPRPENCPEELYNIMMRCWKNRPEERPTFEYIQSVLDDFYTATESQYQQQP
L929 necroptosis = L929 zVAD cell death inhibition | L929 zVAD necroptosis rescue, ATP luminescence, 24 h; with zVAD 60 µM | actives 0.38% (n = 220,000) | viability rescue, % at 10 µM | AID 1377;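 active = activation, scaled between plate controls, above about 75%, limit read from the data; inactive = activation under that limit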;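 also: 0% = zVAD with DMSO and 100% = DMSO alone without zVAD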
EP2 mod = modulators of human EP2 prostaglandin E2 receptor; EP2-expressing cells, cAMP HTRF FRET, PGE2 co-stimulation; P43116; actives 0.83% (n = 260,000); induction, % at 25 µM;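 active = compounds whose cAMP rise, as percent of the full-agonist control response, exceeds 60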;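 also: rat C6 glioma line stably carrying human EP2 under a CMV promoter; the protocol text gives 20 µM as final concentration; 100% = response of wells given 1 µM PGE2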
Rad51 HR inh = Rad51 (human) homologous recombination inhibition; inhibition, % at 10 µM; hRad51 DNA strand exchange, fluorescence dequenching; AID 1385; Q06609; actives 0.085% (n = 200,000);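 active = inhibition above 40% at the single screening dose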;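 also: 0% = DMSO control wells and 100% = blanks with heterologous ssDNA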
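System: hRad51 filaments on single-stranded DNA; reagent: Fluorescein- and BHQ1-tagged 47-mer duplex; compound dosing: one concentration, 10 µM final; timing: filaments 15 min 37 °C, then compound 30 min; measured by: fluorescein emission 520 nm, excitation 485 nm; benchmarks: per-plate controls and blanks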
eIF4E 4G PPI = eIF4E/eIF4G interaction inhibition in translation initiation; AID 782; P63073+Q04637; inhibition, % at 21.7 µM; TR-FRET eIF4E-eIF4GI(517-606) binding, 2 h; actives 0.37% (n = 220,000);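 active = inhibition above about 30%, limit read from the data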;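 also: 0% = full FRET control wells and 100% = background wells lacking eIF4GI fragment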
Active calls of the source: *; nt = no result given; & = joins results of further samples; [ ] = remark or other dose. Some of the compounds tested. The share of hits here may be higher or lower than overall.

SMILES | Tb hexokinase | 14-3-3 Bad inh | Calpain2 inh | EP2 antag | Hck Nef HTS | L929 necroptosis | EP2 mod | Rad51 HR inh | eIF4E 4G PPI
CCOC(=O)c1[nH]c(C)c(C(=O)NCCC2=CCCCC2)c1C | -3 | 5 | -1 | 14 | -20 | -0.7 | 21 | 3 | 1
O=C(CSc1ncccn1)Nn1cnnc1 | -4 | 15[fluorescence artefact?] | -16 | 8 | -10 | 0.2 | 7 | -7 | -2
CC(C)C[C@H](NC(=O)N1CCN(c2ccccc2)CC1)C(=O)O | 3 | 11[fluorescence artefact?] | -3 | 2 | 2 | 2.0 | -3 | -4 | 21[fluorescence artefact?]
C=CCn1c(SCc2cccnc2)nnc1-c1ccncc1 | -2 | -3[fluorescence artefact?] | 1 | 3&5 | 2 | 0.0 | 12&8 | 1 | -1
O=C1C2C3C=CC(C4CC34)C2C(=O)N1/N=C/c1ccc([N+](=O)[O-])s1 (stereo not drawn) | -1 | 14 | 9 | 5 | 2 | 0.8 | -8 | 11 | -6[fluorescence artefact?]
COC(=O)c1cc(C(=O)NC(C)(C)CC(C)(C)C)cc([N+](=O)[O-])c1 | -3 | -2 | -8 | 2 | 17 | -0.5 | 19 | -24 | 1
O=C1CCCN1c1ccc(S(=O)(=O)N2CCN(c3ccccc3)CC2)cc1 | -7 | 2 | -35 | 7 | 25 | 6.1 | 0 | -2 | -1
CC(=O)c1sc(NC(=O)COc2ccc(Br)cc2)nc1C | -13 | -20 | -37 | 16 | 19 | 0.0 | -7 | -3 | 0
Cc1cc(NC(=O)CN2C(=O)NC3(CCCCC3C)C2=O)no1 (stereo not drawn) | 35 | 14 | 16 | 4 | -1 | 0.7 | -1 | 3 | -1[fluorescence artefact?]
CCCCNc1c([N+](=O)[O-])c(=O)n(C)c2ccccc12 | -11 | -3 | -10 | 11 | 14 | 2.0 | 17 | 0 | 2
Cc1ccc(C2CCN(C(=S)Nc3cccc(C)c3)C2)cc1 (stereo not drawn) | -8 | -15 | 49 | 4 | -4 | 0.9 | -42 | nt | 3
CCn1c(/C=C/N(C(C)=O)c2ccccc2)[n+](CCCS(=O)(=O)[O-])c2cc(Cl)c(Cl)cc21 | -13 | 4 | 37 | 21&3 | 15 | 1.4 | -19&-9 | -4 | -5

5 entries drawn at random from those above:
SMILES | Tb hexokinase | 14-3-3 Bad inh | Calpain2 inh | EP2 antag | Hck Nef HTS | L929 necroptosis | EP2 mod | Rad51 HR inh | eIF4E 4G PPI
O=C1CCCN1c1ccc(S(=O)(=O)N2CCN(c3ccccc3)CC2)cc1 | -7 | 2 | -35 | 7 | 25 | 6.1 | 0 | -2 | -1
CC(C)C[C@H](NC(=O)N1CCN(c2ccccc2)CC1)C(=O)O | 3 | 11[fluorescence artefact?] | -3 | 2 | 2 | 2.0 | -3 | -4 | 21[fluorescence artefact?]
Cc1ccc(C2CCN(C(=S)Nc3cccc(C)c3)C2)cc1 (stereo not drawn) | -8 | -15 | 49 | 4 | -4 | 0.9 | -42 | nt | 3
C=CCn1c(SCc2cccnc2)nnc1-c1ccncc1 | -2 | -3[fluorescence artefact?] | 1 | 3&5 | 2 | 0.0 | 12&8 | 1 | -1
CCCCNc1c([N+](=O)[O-])c(=O)n(C)c2ccccc12 | -11 | -3 | -10 | 11 | 14 | 2.0 | 17 | 0 | 2

The list goes on:
SMILES | Tb hexokinase | 14-3-3 Bad inh | Calpain2 inh | EP2 antag | Hck Nef HTS | L929 necroptosis | EP2 mod | Rad51 HR inh | eIF4E 4G PPI
CCCCN(C)C(=O)CCC(=O)Nc1ccc2nc(N3CCN(C)CC3)cc(C)c2c1 | -12 | 18 | -79 | 6 | 15 | 0.6 | -24 | 2 | 11
O=C(NCc1ccc2c(c1)OCO2)c1ccc(N2CCCCCC2)c([N+](=O)[O-])c1 | 6 | 6[fluorescence artefact?] | 22 | 2 | -1 | -0.5 | 9 | -2 | 5[fluorescence artefact?]
N#Cc1c(-c2ccc(F)cc2)nc(-c2ccccc2)[nH]c1=O | -8 | 2 | -5 | 6 | 13 | 2.8 | 20 | -8 | 4
O=C(Nc1ccc2c(c1)OCCO2)c1ccco1 | -12 | -2[fluorescence artefact?] | -25 | 10 | -2 | 0.6 | 14 | 6 | -4
O=C1Nc2ccc(Br)cc2C1(O)Cc1ccccn1 (stereo not drawn) | 0 | 6[fluorescence artefact?] | -24 | 2 | 1 | -0.1 | 16 | 6 | -9
COc1ccccc1OCCCCNCCO | -5 | -6 | -23 | 20 | 1 | 0.0 | 5 | 4 | 2[fluorescence artefact?]
COc1ccc(/C=N/Nc2nn3cnnc3c3ccccc23)cc1 | -57 | -6 | 49 | 7 | 17 | 11 | -15 | nt | -6
O=C(NCC1([N+](=O)[O-])CN(C(=O)c2ccccc2)CN(C(=O)c2ccccc2)C1)c1ccccc1 | 0 | -4 | -24 | 9 | 19 | 7.4 | 0 | -1 | 4
CCOC(=O)CN1C(=O)S/C(=C/C=C/c2ccc(N(C)C)cc2)C1=O | -8 | 6[fluorescence artefact?] | 7 | 3 | 0 | 0.1 | -15 | nt | 3
Cc1cccc(CN2CCN(C(=O)CCl)CC2)c1 | 0 | 20[fluorescence artefact?] | -5 | 2 | 3 | 0.8 | 8 | 1 | 6
Cc1ccc(C(=O)Nc2ccccc2C(=O)NC(C(=O)O)C(C)C)cc1 (stereo not drawn) | -4 | 7 | -12 | 6 | -2 | 0.1 | 11 | -5 | -2
O=C(c1c(F)cccc1F)N1CCN(c2ncccn2)CC1 | 15 | 7 | -32 | 0 | -16 | -0.3 | 13 | 7 | 1
Cc1ccc(N=Cc2cc(Br)cc(Cl)c2O)cc1 | -7 | 34 | 21 | 11 | -52 | 0.1 | -2 | nt | 4
Cc1csc(N/N=C/c2ccccn2)n1 | -20 | -26 | 2 | 6 | -6 | 16 | -5 | 29 | -2
CCNC(=S)NNC(=O)C1CCCCC1 | -2 | 0 | 2 | 8 | 2 | 0.1 | 8 | 1 | -12
Cc1cc(C)n(CC(=O)N/N=C/c2cc([N+](=O)[O-])ccc2O)n1 | -13 | 1 | 4 | 8 | 0 | 0.5 | -4 | -2 | 2
O=C1CCCC2=C1C(c1ccncc1)c1c(nc(SCc3ccccc3)[nH]c1=O)N2 (stereo not drawn) | -20 | -5 | -138 | nt | 2 | 1.3 | 24 | nt | 4
CCNC(=O)CC1C(=O)N(c2ccccc2)C(=O)N1CCc1ccc(OC)cc1 (stereo not drawn) | 35 | 5[fluorescence artefact?] | -11 | 5 | 1 | -0.5 | 7 | -5 | 0[fluorescence artefact?]
O=C1OC(c2ccccc2)=C/C1=C/c1cccs1 | 17 | 2 | -1 | 8 | 4 | 0.3 | 49 | -2 | 0
Cc1cc(C)c(C)c(S(=O)(=O)NCC(=O)O)c1C | -5 | 11 | -12 | 10 | -19 | -0.3 | 6 | -8 | 0[fluorescence artefact?]
O=C(Nc1nnc(SCc2ccc(F)cc2)s1)c1cnccn1 | 0 | -10 | 27 | 7 | -27 | 0.7 | -20 | -6 | -8
COc1cccc(C=Nc2cc(C)on2)c1O | 3 | -6 | -11 | 10 | -15 | 1.1 | 11 | 3 | 3
Cc1nc(NC(=O)C2CC2)sc1C(=O)N(C)C | 3 | -1 | -16 | 6 | 2 | -0.1 | 2 | 7 | -2
CC1(NC(=O)Nc2ccccc2)CCS(=O)(=O)C1 (stereo not drawn) | -7 | 1 | 9 | 8 | 10 | 2.1 | -2 | nt | 4
O=C(NCCCN1CCN(c2ccc(F)cc2)CC1)c1cccc(N2CCCC2=O)c1 | 5 | 13 | -10 | 13 | -1 | 0.8 | 4 | -11 | -1
O=C(/C=C/c1ccccc1)NC1CC2CCC1C2 (stereo not drawn) | 28 | -12 | 20 | 11 | 2 | 1.2 | -76 | 5 | 3
FC(F)(F)c1cccc(Sc2nc(-c3ccccc3)nnc2C(F)(F)F)c1 | 2 | -26 | 26 | 11 | 0 | 37 | 32 | -4 | -5
CC(NC(=O)CN1C(=O)NC(Cc2ccccc2)(Cc2ccccc2)C1=O)C12CC3CC(CC(C3)C1)C2 (stereo not drawn) | 2 | -1[fluorescence artefact?] | -71 | 15 | -16 | -0.4 | 0 | 4 | -1
Cc1cc(C(=O)CSc2nnc(N)s2)c(C)n1Cc1ccco1 | 3 | 4 | -34 | 6 | 22 | -0.5 | -83 | -1 | -2
FC(F)(F)c1ccccc1NC1=NCCC1 | 2 | 6 | -4 | 8 | 16 | 0.2 | -5 | 12 | 1
CC1=C/C(=N\OS(=O)(=O)c2ccccc2)C(C(C)C)=CC1=O | -8 | 0[fluorescence artefact?] | -45 | 28 | 7 | 0.5 | -67 | nt | -8
CCN(CC)c1ncnc2c1sc1nc(N3CCOCC3)c3c(c12)CCC3 | -4 | -1 | -174 | 4 | -2 | 1.4 | 47 | 3 | -2
O=C(CN1C(=O)NC2(CCCCC2)C1=O)Nc1ccc(F)cc1 | -5 | -15 | -2 | 7 | 21 | 4.6 | 3 | 24 | 2
COCCSc1ccccc1C(=O)NCc1ccc(S(N)(=O)=O)cc1 | -1 | 7 | 0 | 4 | 2 | -0.6 | 12 | -1 | -4
COc1cc(OC)cc(C(=O)N(CN2CCCC2=O)c2ccccc2OC)c1 | 1 | 6 | -19 | 11 | 0 | 1.6 | 19 | 9 | -2
O=C(O)CCS(=O)(=O)Cc1ccccc1F | 3 | 5 | 14 | 7 | 1 | 0.5 | 17 | 6 | -3
CCCc1cc(=O)[nH]c(SCC(=O)Nc2nonc2N)n1 | -8 | 0 | 20 | 22 | 1 | 0.7 | 14 | 5 | 3
Cc1c(NC(=O)c2ccccc2)cccc1[N+](=O)[O-] | -4 | 5[fluorescence artefact?] | 9 | 4 | 5 | 0.0 | 5 | -2 | 23
COc1ccc(C2CC(=O)C(C3NCCc4ccccc43)=C(O)C2n2cncn2)cc1 (stereo not drawn) | -1 | -26 | 3 | 6 | 19 | 2.2 | 8 | -12 | -2
CN1C(=O)CSc2ccc(NC(=O)N3CCc4ccccc43)cc21 | 1 | 5 | 26 | 24 | 1 | -0.2 | 6 | -13 | -1
COc1cccc2sc(Nc3nnc(-c4ccccc4Cl)o3)nc12 | 3 | -3[fluorescence artefact?] | -47 | 14 | 1 | 0.0 | -10 | 2 | -1
CN(C)c1ccc(NC(=O)/C=C/c2c(Cl)cccc2Cl)cc1 | -2 | 7 | 22 | 19 | 1 | 35 | 7 | -7 | 8
Cc1ccsc1/C=N/Nc1nc2ccccc2[nH]1 | -27 | -4[fluorescence artefact?] | 14 | 8 | 2 | 7.5 | -8 | -4 | -1
Cc1ccc2c(CN3CCCc4ccccc43)cc(=O)oc2c1C | 0 | -9[fluorescence artefact?] | -32 | 9 | 2 | 0.7 | 52 | 3 | 6[fluorescence artefact?]
Cc1ccc(Cl)cc1NC(=O)c1cnn2c1NC(c1ccco1)CC2C(F)(F)F (stereo not drawn) | 3 | -3 | -38 | 5 | -22 | 1.6 | 0 | 8 | 10
O=C(/C=C\c1ccco1)Oc1cccc2cccnc12 | -15 | -12 | -13 | -1 | 3 | 3.3 | -30 | -1 | 4
CCc1ccccc1NC1c2ccccc2C(=O)N1c1cc(C)ccn1 (stereo not drawn) | -1 | 7 | 0 | 9 | 0 | -0.5 | 81* | 1 | 7
CCOC(=O)c1c(NC(C)=O)sc2c(O)c(Br)ccc12 | -11 | -2 | -17 | 5 | 0 | -0.7 | -6 | 4 | 9
CCCCn1c(=O)c(CCC(=O)OCC(=O)Nc2ccc(F)c(Cl)c2)nc2ccccc21 | -4 | -10[fluorescence artefact?] | 8 | 2 | 2 | 1.2 | 8 | nt | 1[fluorescence artefact?]
CC(C)c1ccc(NC(=S)NNC(=O)C2CC2)cc1 | -6 | -1 | -13 | 4 | 2 | -0.4 | 8 | nt | -4

Compound activity as filed in PubChem.
